STAT1 act = STAT1 signaling activators, primary screen, cell-based, HTS, luciferase reporter | NIH 3T3 STAT1-luciferase reporter, IFN-gamma, luminescence; 100% = IFN-gamma alone, no compound | activation (% of control), % at 5.5 µM | actives 2.6% (n = 200,000) | AID 932, 2007;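 active = activation above the screen-wide mean activation plus 3 SD, cut at about 130% in these data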;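 also: raw ratio to IFN-gamma control signal so 100% means no change and 0% no light; values of inactives mirror those of a sister screen read the other way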
Diaphorase inh = diaphorase inhibitors and chemical oxidizers, primary screen, counter-screen for diaphorase-coupled primary assays, biochemical, uHTS, resorufin fluorescence; diaphorase resazurin-to-resorufin fluorescence, NADH, 16 min; bacterial (C. kluyveri) enzyme, not human; inhibition, % at 20 µM; AID 1217, 2008; actives 0.69% (n = 190,000);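 active = primary screen inhibition at 20 µM above a set limit, cut at about 50% in these data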;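 also: plate controls were DMSO with full reaction for no effect and wells lacking NADH for full effect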
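Test system: bacterial diaphorase enzyme (C. kluyveri); Quantity: 0.14 U/mL diaphorase, enzyme working solution; Times: reaction incubation of 16 min at room temperature; Measured by: fluorescence of resorufin formed from resazurin, Ex 544/Em 590 nm; Benchmarks: positive control minus NADH, DMSO neutral control.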
APP 5UTR inh = inhibitors of APP translation via 5'UTR reporter, primary screen, APP 5'UTR luciferase, SH-SY5Y cells. inhibition, % at 2 µM. SH-SY5Y APP 5'UTR-luciferase reporter, luminescence. actives 0.82% (n = 190,000). AID 1285, 2008;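 active = inhibition above a set limit, derived from the sample mean plus 3 SD, cut at about 45% in these data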; also: values of inactives mirror those of a sister screen read the other way
Diaph act CS = compounds boosting diaphorase resazurin reduction – biochemical, uHTS, resorufin fluorescence, counter-screen for diaphorase-coupled primary assays, primary screen; Diaphorase/resazurin coupled assay, 16 min; active compounds read high; 1 = vehicle wells, 0 = NADH-free wells; activation factor at 20 µM; actives 0.005% (n = 190,000); AID 1229, 2008;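 active = diaphorase activity raised at least twofold by the compound at 20 µM; inactive = activation factor below 2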
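Material: purified diaphorase enzyme from Clostridium kluyveri; Also added: 0.114 mM NADH and 0.1 mM resazurin, final amounts; Doses: single compound dose of 20 µM, 1% DMSO final; Times: 16 min enzyme reaction, ambient temperature; Detection: resorufin fluorescence, excitation 544 nm, emission 590 nm; Measure: increased resorufin signal from activators or reducing compounds.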
STAT3 activator = IL-6 driven STAT3 reporter potentiators, primary screen, U3A cells, luciferase, luminescence, MLSCN library; actives 0.91% (n = 190,000); activation (% of control), % at 5.6 µM; IL-6 STAT3-luciferase reporter; 100% = signal with IL-6 EC80 alone; AID 871, 2007;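 active = activation above the screen-wide mean of compound activation plus 3 SD, cut at about 130% in these data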;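 also: 0% = background luminescence of wells with medium and substrate only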
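Material: human STAT1-deficient U3A cells with stable STAT3-luciferase reporter / Probe or stimulus: IL-6 stimulus at 33 ng/mL final / Schedule: 1 h compound pre-exposure, 6 h IL-6 stimulation, 37 °C / Technique: luminescence / Read-out basis: percent of IL-6-only median luminescence / Control set: IL-6-only high control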
TLR4 MyD88 comp = inhibitors of TLR4-MyD88 association in cells, primary screen, cell-based, HeLa CL3-4, BLA complementation, FRET ratio. Toll-like receptor 4 (Homo sapiens) + Myeloid differentiation primary response protein …. HeLa CL3-4 TLR4/MyD88 BLA complementation. inhibition, % at 8.4 µM. actives 0.18% (n = 200,000). AID 861, 2007; in the data active = inhibition above about 25%;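 also: 0% = vehicle and 100% = reference inhibitor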
Hsp70 activator = Hsp70 transcriptional activators, primary screen, cell-based, HeLa, Hsp70 promoter luciferase, luminescence, 10 µM | HeLa Hsp70 promoter luciferase reporter; scaled: vehicle 0, proteasome-inhibitor control 100% | activation, % at 10 µM | actives 0.04% (n = 200,000);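 active = activation above the mean across all tested compounds plus 3 SD, cutoff set per campaign, cut at about 5.5% in these data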;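 also: 100% = MG132 at 30 µM as the positive control and 0% = DMSO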
STAT3 blocker = IL-6 driven STAT3 reporter inhibitors, primary screen, U3A cells, luciferase, luminescence, MLSCN library; IL-6 STAT3-luciferase reporter; host cell line lacks STAT1; inhibition, % at 5.5 µM; actives 0.89% (n = 190,000); AID 862, 2007;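 active = inhibition above the mean inhibition across all screened compounds plus 3 SD, cut at about 44% in these data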;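 also: 0% = DMSO only wells and 100% = 100 µM nifuroxazide control wells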
G6PDH CS = L. mesenteroides G6PDH inhibitors, counter-screen for G6PDH-coupled screening assays, biochemical, Leuconostoc mesenteroides enzyme. glucose-6-phosphate dehydrogenase [Leuconostoc mesenteroides]. inhibition, % at 5 µM. actives 0.12% (n = 200,000). Purified L. mesenteroides G6PDH, diaphorase/resazurin coupled fluorescence, 45 min; in the data active = inhibition above about 50%
STAT1 blocker = STAT1 signaling inhibitors, primary screen, cell-based, HTS, luciferase reporter. NIH 3T3 STAT1-luciferase reporter, IFN-gamma, luminescence. inhibition, % at 5.5 µM. actives 0.35% (n = 200,000);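 active = inhibition above a set limit, the mean inhibition across all tested compounds plus 3 SD, cut at about 34% in these data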;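 also: 0% = IFN-gamma with DMSO and 100% = IFN-gamma with 300 µM nifuroxazide; values of inactives mirror those of a sister screen read the other way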
Starred values were filed as active, the others as inactive; / = not tested or not shown.

Sequence of screens: G6PDH CS	STAT3 blocker	Hsp70 activator	Diaphorase inh	STAT1 act	APP 5UTR inh	TLR4 MyD88 comp	STAT1 blocker	STAT3 activator	Diaph act CS
> O=C(c1cn(-c2ccccc2)nc1-c1ccccc1)n1nnc2ccccc21
    -1	4	-0.3	11	101	-19	-3	-1	97	0.9
> O=C(Nc1ccc(S(=O)(=O)N2CCCC2)cc1)c1cccnc1
    5	14	-0.2	0	102	-13	8	-2	93	1
> CC(NC(=O)c1ccc(S(=O)(=O)C(F)F)cc1)c1ccccc1 (centres undefined)
    -3	1	-0.1	7	105	-5	-12	-6	101	0.9
> CCCCCCCCCCCC(=O)NC(C(=O)O)C(O)c1ccccc1 (centres undefined)
    22	2	0.4	2	101	-4	-12	-3	104	1
> CC(C)c1nnc(SCC(=O)N2CCc3ccccc32)n1N
    -5	6	-0.2	3	96	6	-13	4	97	1
> NC(=S)Nn1c(-c2ccccc2)nc2ccccc2c1=O
    4	17	0.0	7	93	1	0	8	85	0.9
> CCn1cc([N+](=O)[O-])c(C(=O)Nc2nc3ccc(OC)cc3s2)n1
    9	21	-0.1	44	103	-90	-17	-5	90	0.6
> CN(C)c1ccc(-c2n[nH]c(=S)n2-c2ccccc2)cc1
    -4	9	0.0	0	97	-10	-2	0	96	1
> COc1ccc(C(=O)/C=C(\C)Nc2ccc3c(c2)OCO3)cc1
    4	7	0.5	23	111	-46	6	-12	104	0.8
> O=C1/C(=C/c2cccs2)NC(=S)N1C1CC1
    2	3	-0.1	25	98	-8	0	2	101	0.7
> O=C(O)Cc1csc(NC(=O)c2ccco2)n1
    0	7	-0.3	10	110	-16	13	-11	99	0.9
> N#Cc1ccc(C(=O)Nc2nnc(-c3ccco3)o2)cc1
    4	11	-0.2	12	100	-5	3	0	95	0.9
> O=C(CSc1ccc2nnc(CCNS(=O)(=O)c3ccccc3)n2n1)Nc1nc2ccccc2s1
    3	-15	-0.1	1	92	14	-10	9	110	1
> COc1ccc(CN2CCNC(=O)C2CC(=O)N(C)Cc2nccn2C)cc1OC (centres undefined)
    8	10	0.1	2	102	-11	-14	-5	96	1
> OC(COc1ccc(-c2ccccc2)cc1)CN1CCOCC1 (centres undefined)
    1	-12	0.0	16	104	11	2	-4	111	0.8
> O=C(CSCc1ccc(F)cc1)N1CCN(c2ccc(F)cc2)CC1
    0	6	-0.2	15	102	-12	3	-2	98	0.8
> COc1ccc(Cc2nc3ccc(S(N)(=O)=O)cc3[nH]2)cc1OC
    34	-1	-0.6	22	104	-8	-13	-5	100	0.8
> COc1cc(-c2nc(CN(C)Cc3nnc(C)o3)c(C)o2)ccc1F
    -2	10	-0.2	9	103	10	10	-5	95	0.9
> CCCCN1Cc2cc(C(=O)c3cc(F)ccc3O)cnc2NC1=O
    9	15	-0.5	23	105	2	-1	-6	96	0.8
> O=C(NC1(C(F)(F)F)NC(=O)N(c2ccccc2F)C1=O)c1ccncc1 (centres undefined)
    15	0	-0.2	12	92	-2	-9	9	98	0.9
> Cc1cccc(Oc2coc3cc(OC(=O)c4cccs4)ccc3c2=O)c1
    -2	3	-0.2	18	114	-30	-11	-15	102	0.8
> Cc1nn(C)c(C)c1/C=C/C(=O)O
    9	-5	-0.4	23	105	14	13	-6	106	0.8
> O=C(CCCn1cc([N+](=O)[O-])cn1)NCc1ccccc1
    4	6	0.0	1	93	7	11	6	99	1
> Cn1c(CNc2ccc(Cl)cc2)nc2ccccc21
    -14	-71	0.2	14	143*	-175	-1	-47	163*	0.9
> COc1ccc(N2CC(C(=O)OCC(=O)NCc3ccccc3)CC2=O)cc1 (centres undefined)
    2	8	-0.4	6	98	4	-1	2	99	0.9
> Nc1nc(-c2ccco2)c(-c2ccco2)s1
    8	0	-0.5	34	102	2	-4	-3	105	0.7
> Cn1c(=O)oc2cc(S(=O)(=O)NCc3ccccn3)ccc21
    7	5	-0.1	-1	99	0	2	1	104	1
> CCn1c(CCc2ccccc2)n[nH]c1=S
    6	5	0.0	2	105	-18	12	-7	100	1
> Cc1ccc(C2C(C#N)=C(N)Oc3n[nH]c(-c4cccs4)c32)s1 (centres undefined)
    1	6	-0.4	44	104	2	6	-4	102	0.6
> COC(=O)c1ccc(/C=N/N2CCN(Cc3ccccc3)CC2)cc1
    -33	6	-0.1	6	101	-17	-3	-4	103	0.9
> COc1ccc(NC(=O)C(=O)NCC(=O)Nc2cccc(C(F)(F)F)c2)cc1
    3	8	-0.2	3	93	18	4	7	98	1
> COc1ccc(-c2nc(C)c(C(C)=O)n2O)cc1OC
    -14	-3	-0.1	15	101	-25	2	-1	104	0.8
> O=C(NC1CCCC1)c1cnn2c(C(F)(F)F)cc(-c3ccc4c(c3)OCO4)nc12
    0	10	-0.5	27	103	-9	2	-4	99	0.7
> CCOCc1nnc(NC(=O)c2cccs2)s1
    -3	-8	-0.1	18	107	27	7	-8	109	0.8
> O=C(O)CCCC(=O)Nc1ccc(N=Nc2ccccc2)cc1
    5	-3	-0.1	20	108	-9	3	-10	104	0.8
> CCN1CCN(Cc2c(O)ccc3c2O/C(=C\c2ccc(C)cc2)C3=O)CC1
    0	-6	-0.3	-4	99	4	10	2	105	1
> CSc1nc(-c2ccc(Cl)cc2Cl)[nH]c(=O)c1C#N
    0	-6	-0.2	9	95	-9	-4	5	104	0.9
> O=C(CC1C(=O)NCCN1CC1CCCCC1)NCc1ccc(F)cc1 (centres undefined)
    13	7	0.0	18	99	0	2	0	98	0.8
> Nc1nnc(CCOc2ccc(Cl)cc2)s1
    2	12	-0.3	12	97	2	-7	3	91	0.9
> Cc1ccnc(NC(=O)C2CCC(CNc3c(N4CCCC4)c(=O)c3=O)CC2)c1 (centres undefined)
    -3	-6	0.0	6	106	-10	8	-7	110	0.9
> CCn1c(C(C)NC(C)=O)nc2ccccc21 (centres undefined)
    0	6	-0.2	24	99	-24	7	1	99	0.8
> COc1ccccc1CNC(=O)C1CCN(S(=O)(=O)c2cccc3cccnc23)CC1
    -1	-9	-0.1	14	107	9	-8	-8	112	0.9
> Brc1cccc(-c2cnco2)c1
    3	8	-0.1	3	105	-20	-11	-7	98	1
> O=C(O)CN=C(NS(=O)(=O)c1ccccc1)c1ccccc1
    32	-4	0.4	12	103	12	-2	-3	106	0.9
> COc1ccc(CCCc2nnc(SCc3nc4ccccc4c(=O)[nH]3)n2C)cc1
    6	4	0.2	14	98	-9	-3	1	104	0.9
> Cc1ccc(OCCNC(=O)c2cncc(Br)c2)cc1C
    -2	5	-0.2	16	98	-15	-6	2	101	0.8
> CCc1ccc(/C=N/NC(=O)c2cc(-c3ccccc3OC)nc3ccccc23)s1
    5	-29	-0.4	18	99	/	1	1	122	0.8
> Cc1cc(NC(=O)c2ccccc2F)n(-c2nc3ccccc3[nH]2)n1
    -5	21	-0.1	8	108	2	4	-9	84	0.9
> Cc1ccc(C)c(OCCn2cc(/C=C(/C#N)C(=O)NCC3CCCO3)c3ccccc32)c1 (centres undefined)
    10	-2	0.0	16	99	-12	-13	1	102	0.8
> COCC(C)Nc1ncnc2c1cnn2-c1ccc(Cl)cc1 (centres undefined)
    6	24	0.3	9	163*	-180	13	-69	86	0.9

Continued.
Sequence of screens: G6PDH CS	STAT3 blocker	Hsp70 activator	Diaphorase inh	STAT1 act	APP 5UTR inh	TLR4 MyD88 comp	STAT1 blocker	STAT3 activator	Diaph act CS
> N#CCc1c(C#N)c(N)nc(N2CCN(C=O)CC2)c1C#N
    0	2	-0.1	6	101	-4	5	-2	104	0.9
> CCOc1ccc(NC(=O)CCC(=O)NNC(=O)c2ccco2)cc1
    1	-11	0.7	1	104	-3	6	-4	111	1
> O=C(N=Nc1c(O)[nH]c2ccc(Br)cc12)c1cc(-c2cccs2)nc2ccccc12
    5	3	-0.2	-4	89	28	1	9	102	1
> Cc1cc(Cl)c(S(=O)(=O)Nc2ccc3c(c2)OCO3)cc1OCC(=O)NC1CCCCC1
    0	6	-0.4	28	98	7	0	3	100	0.7

Screening data (PubChem BioAssay)

Rows were taken by chance. Share with any hit: about 6.1%.
